# RXFP1 antag – blocks the human relaxin receptor RXFP1; AID 1259400; Q9HBX9; HEK293-RXFP1, relaxin-stimulated cAMP HTRF, 30 min; active compounds read low; activity change, negative = inhibition, % at 57.5 µM; 350,000 tested, 0.59% active;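 active means activity change of -60% or lower, but not beyond a set lower limit; inconclusive means change between -60% and -40%, or beyond the set limit; inactive means change above -40%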; further: on the % scale 0 is the no-effect control and ±100 the full control effect
# Target sequence (Q9HBX9 whole entry, looked up): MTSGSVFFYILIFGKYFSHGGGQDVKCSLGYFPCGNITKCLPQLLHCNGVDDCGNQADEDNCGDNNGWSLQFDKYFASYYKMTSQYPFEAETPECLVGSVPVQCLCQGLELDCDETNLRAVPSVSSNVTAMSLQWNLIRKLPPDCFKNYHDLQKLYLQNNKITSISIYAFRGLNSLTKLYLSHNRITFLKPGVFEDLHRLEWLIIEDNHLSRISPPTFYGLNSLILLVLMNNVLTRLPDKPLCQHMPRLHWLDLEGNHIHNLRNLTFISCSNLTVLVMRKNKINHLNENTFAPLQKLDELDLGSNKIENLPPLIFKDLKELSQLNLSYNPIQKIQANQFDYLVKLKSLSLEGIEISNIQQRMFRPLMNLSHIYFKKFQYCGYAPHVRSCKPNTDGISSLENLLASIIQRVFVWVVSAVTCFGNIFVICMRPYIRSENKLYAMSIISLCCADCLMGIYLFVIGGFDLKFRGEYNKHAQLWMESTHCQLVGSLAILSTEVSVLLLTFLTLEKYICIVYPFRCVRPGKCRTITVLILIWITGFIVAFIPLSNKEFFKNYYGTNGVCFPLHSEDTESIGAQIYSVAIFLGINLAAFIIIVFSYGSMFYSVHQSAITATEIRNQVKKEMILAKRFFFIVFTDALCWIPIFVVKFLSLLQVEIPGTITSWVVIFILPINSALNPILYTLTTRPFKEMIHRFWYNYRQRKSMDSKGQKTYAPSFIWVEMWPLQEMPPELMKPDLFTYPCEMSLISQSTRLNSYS
# D2 antag – antagonizes the human D2 dopamine receptor. HEK293 TREx D2 cells, calcium flux, dopamine EC80. inhibition, % at 10 µM. 340,000 tested, 2% active. AID 485344; in the data active means inhibition above about 30%; further: 0% is about no effect
#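 Cells plated overnight at 30 C with tetracycline; no-wash calcium dye, 30–90 min RT; 10 s baseline; compound pinned; 180 s read; EC80 dopamine added; another 180 s read.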
# D1 antag – antagonists of human D1 dopamine receptor. 360,000 tested, 3.2% active. P21728. HEK293 TREx D1 cells, calcium flux, dopamine EC80; active compounds read low. activity change, negative = inhibition, % at 10 µM; in the data active means activity change below about -30%; further: on the % scale 0 is the no-effect control and ±100 the full control effect
#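 Allosteric or orthosteric antagonism assessed as attenuation of the calcium response to EC80 dopamine, added 180 s after compound, in induced HEK293 Trex D1 cells loaded with no-wash calcium dye.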
# D2 potentiator – D2 dopamine receptor (human) potentiation. HEK293 T-REx D2, calcium flux, EC20 dopamine potentiation. potentiation, % at 10 µM. 340,000 tested, 0.34% active. AID 485347;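 active means potentiation over 3 SD above the plate norm, cut at about 30% in these data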; further: 0% is about no effect
#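 Potentiation of an EC20 dopamine calcium response is measured in a force-coupled, tetracycline-inducible Hek293 Trex D2 line. Compound-only kinetic reads over 180 s flag agonists before dopamine addition.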
# D1 agonist – human D1 receptor agonism; P21728; HEK293 T-REx D1 cells, calcium flux, agonist mode; activation, % at 2 µM; 360,000 tested, 1% active; further: 0% is about no effect
#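 Tetracycline-induced HEK293 TREx D1 cells, force-coupled to calcium signalling, were dye-loaded with a no-wash calcium kit. Compound was pin-added after a 10 s baseline. Fluorescence was read kinetically at 1 cycle/s for 180 s, with calcium rises flagged as agonism.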
# D2 ag – agonists of human D2 dopamine receptor; P14416; HEK293 T-REx D2 cells, calcium flux agonist mode; activation, % at 2 µM; 340,000 tested, 0.53% active;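 active means activation over 3 SD above normal in the single-dose calcium agonist read, cut at about 30% in these data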; further: 0% is about no effect
#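 Tetracycline-induced HEK293 T-REx cells with force-coupled D2 receptor, plated overnight at 30 C, loaded with no-wash calcium dye. After a 10 s baseline, compound was pin-added and calcium flux read kinetically for 180 s; calcium rises flagged agonists.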
# TRHR agonist – activates the human TRH receptor. TRHR cells, calcium flux fluo-8, FDSS agonist mode. activation, % at 2 µM. 360,000 tested, 0.18% active. AID 493084; further: 0% is about no effect
#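 TRHR-expressing cells loaded with fluo-8 calcium dye; 23 nL library compound pin-transferred, kinetic FDSS fluorescence (Ex 480/Em 530) recorded about 180 s for agonist-induced calcium release, before a 10 nM TRH EC20 addition for potentiator mode.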
# D1 PAM – human D1 dopamine receptor positive modulation | P21728 | HEK293 TREx D1 cells, calcium flux, dopamine EC20 potentiation | potentiation, % at 10 µM | 360,000 tested, 0.036% active | AID 504651; in the data active means potentiation above about 30%; further: 0% is about no effect
# TRHR PAM – allosterically enhances the human TRH receptor. TRHR cells, fluo-8 calcium fluorescence, EC20 TRH enhancement. 360,000 tested, 0.66% active. enhancement, % at 2 µM. AID 493056. P34981; in the data active means enhancement above about 30%; further: 0% is about no effect
#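 Enhancer read-out: after compound pinning and an initial kinetic agonist-mode read, an EC20 of TRH (10 nM final) was injected and fluo-8 calcium signal (Ex 480/Em 530) followed at 1 s/cycle for 100 cycles in TRHR-expressing cells.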
# The depositor's hits bear a star; u = inconclusive; x = not tested or not shown. Unless noted, no stated cut-off is given here; in the data, active means activation above about 30%; inactive means the rest.
# Below each SMILES: RXFP1 antag	D2 antag	D1 antag	D2 potentiator	D1 agonist	D2 ag	TRHR agonist	D1 PAM	TRHR PAM
- CC(C(=O)NCC(=O)Nc1ccc(F)c(F)c1F)N1CCN(c2ccc(O)cc2)CC1 (stereo not drawn)
→ -3.2	-13.0	28.5	11.2	2.2	0.0	0.2	-3.9	0.1
- NC(=O)C1=C[C@H](c2csc3ccccc23)C[C@H](OCCCCO)O1
→ x	-4.6	-8.4	-0.1	2.5	-0.6	-0.1	-0.2	6.9
- CN(C)S(=O)(=O)c1ccc(Cl)c(C(=O)Nc2nc3ccccc3[nH]2)c1
→ -7.2	20.8	-12.2	-5.7	-1.6	0.5	0.6	-3.1	-0.4
- COc1ccccc1CNC(=O)CCc1cn(C)c2ccccc12
→ -4.6	5.1	4.7	1.1	0.3	-0.5	-0.8	-3.5	-2.3
- Cc1nn(C(=O)COc2ccccc2Br)c(C)c1Sc1ccccc1
→ x	x	-17.6	-5.5	4.8	-1.9	-0.9	2.6	1.8
- Cc1cc(-c2n[nH]c(=S)n2-c2ccc(F)cc2)nn1C
→ -8.1	5.4	1.4	13.3	1.2	-0.1	-0.6	2.1	0.1
- CCCCN1C(=O)C(=O)N(CC(=O)Nc2sc(C)c(CC)c2C(=O)OCC)C1=O
→ 1.9	-4.6	14.0	-12.4	5.0	-0.2	0.4	-0.8	-23.8
- COC(=O)c1ccc(NC(=O)N2CCCC(C(=O)c3ccccc3OC)C2)cc1 (stereo not drawn)
→ -18.9	2.6	-13.8	-11.0	10.0	1.0	-1.2	-3.7	-1.3
- O=C(Cn1c(=O)n(-c2ccccc2)c(=O)c2oc3ccccc3c21)Nc1ccccc1
→ x	17.7	4.7	7.3	2.6	-0.1	0.3	-0.5	8.7
- O=C(c1cc(COc2ccc(F)cc2F)on1)N1CCSCC1
→ 1.4	11.6	-5.8	-3.1	4.7	0.3	-2.9	-0.5	-7.6
- Cc1ccc2c(c1)N(CC(=O)Nc1nccs1)C(=O)CO2
→ -4.5	-14.4	-2.2	-3.6	3.1	-0.3	0.0	3.0	2.7
- CCCSc1nsc(NC(=O)c2cccnc2OCC)n1
→ -2.9	-3.7	-2.3	-0.8	4.1	-0.2	-0.2	4.3	0.5
- Cc1c(CN2CCC(CO)(CCOc3ccccc3)CC2)[nH]c2c(Cl)cccc12
→ -16.5	x	-4.3	-7.1	25.6	x	1.7	-1.6	13.7
- COc1cc(O)oc1C=Nc1ccc(Cl)cc1Cl
→ 11.8	-0.4	3.4	10.6	1.9	1.4	-0.4	-8.0	9.4
- O=C(Cn1cnc([N+](=O)[O-])n1)N/N=C/c1ccccc1O
→ -2.6	3.2	11.3	-1.2	4.9	-0.8	0.5	1.6	1.9

# Next part:
# Below each SMILES: RXFP1 antag	D2 antag	D1 antag	D2 potentiator	D1 agonist	D2 ag	TRHR agonist	D1 PAM	TRHR PAM
- Cc1ccc(-n2c(-c3ccccc3)c[n+]3c2CCc2ccccc2-3)c(C)c1
→ -5.5	1.3	-2.8	-2.1	0.6	-0.6	-0.2	-5.8	-6.0
- CN(C(=O)COC(=O)c1ccc(-c2ccc(O)cc2)cc1)C1CCS(=O)(=O)C1 (stereo not drawn)
→ 11.6	-3.0	-46.1*	-2.2	3.6	-0.2	0.1	-3.8	2.9
- CN1CCN(S(=O)(=O)c2ccc(NC(=S)NC(=O)C3CCCC3)cc2)CC1
→ -2.1	0.5	-45.0*	0.2	0.4	0.5	0.4	-5.9	8.6
- Cc1ccccc1NS(=O)(=O)c1ccc(C)c(C(N)=O)c1
→ 1.3	-4.7	3.4	1.3	2.5	0.0	0.0	5.6	2.8
- COc1ccc(C(=O)Nc2cccc(C(=O)NCc3ccccc3)c2)cc1
→ x	8.9	17.0	-9.6	0.5	-0.5	-1.6	-6.7	4.8
- CCN1CCCC1CN(Cc1cc2cc(C)cc(C)c2[nH]c1=O)C(=O)Nc1ccccc1OC (stereo not drawn)
→ -5.1	4.2	6.9	14.4	0.8	-0.3	-2.1	-1.9	-5.1
- Cc1nc(-n2nc(C)c(Cc3ccccc3Cl)c2C)sc1C(=O)N1CCCCC1C (stereo not drawn)
→ -8.3	x	-13.2	-15.4	0.3	-2.0	0.0	2.4	1.9
- COc1ccc(N(CC(=O)N/N=C/c2ccc(-c3ccc([N+](=O)[O-])cc3)o2)S(=O)(=O)c2ccc(C)cc2)cc1Cl
→ -10.4	-2.9	-0.1	2.6	9.4	1.4	3.3	0.5	-2.2
- Cc1ccc(CN2CCCn3nc(C(=O)NCCN(C)C)cc3C2=O)cc1
→ -7.4	x	-0.4	1.6	2.2	0.3	-1.5	0.2	1.6
- COc1ccc(C)cc1NC(=O)C(c1ccccc1)N1CCN(CC(=O)NC2CC2)CC1 (stereo not drawn)
→ -23.2	8.2	-15.6	-0.7	3.1	0.1	-0.4	-2.4	0.8
- O=C(NCc1ccc(Cl)cc1)C1CCN(C(=O)c2ccco2)CC1
→ -23.1	-18.7	-9.9	19.7	1.9	-0.2	0.1	-4.2	4.5
- CNc1ccc(Cl)nn1
→ 3.7	20.2	-4.3	5.1	4.7	0.4	0.4	1.4	16.4
- CC1(C)Cc2c(cnn2-c2ccc(F)cc2)C(NC(=O)CCn2cncn2)C1 (stereo not drawn)
→ -0.7	-9.3	-0.1	4.7	0.4	-1.0	0.3	4.4	4.0
- CCn1c(SCC(=O)Nc2cc(Cl)ccc2OC)nc2c([nH]c3ccccc32)c1=O
→ x	x	3.5	x	1.7	-0.5	0.2	-3.6	0.2
- CCCc1[nH]nc2c1C(c1ccccc1OCC)C(C#N)=C(N)O2 (stereo not drawn)
→ -14.3	-3.8	6.4	-1.8	1.5	0.1	-1.1	-3.5	-8.4

# More structures.
# Below each SMILES: RXFP1 antag	D2 antag	D1 antag	D2 potentiator	D1 agonist	D2 ag	TRHR agonist	D1 PAM	TRHR PAM
- CCC(=O)Nc1nc(C)c(-c2csc(Nc3cccc(C(=O)O)c3)n2)s1
→ -8.1	7.6	3.8	-2.3	3.4	1.0	-0.8	12.8	-6.0
- Cc1ccc(Cn2ncc3c(NN)ncnc32)cc1
→ -12.5	-16.1	5.9	-9.5	2.1	-0.1	0.5	-5.3	4.0
- COc1ccc(N2CCN(C(=O)CCCn3c(=S)[nH]c4cc5c(cc4c3=O)OCO5)CC2)cc1
→ -69.3*	5.4	16.3	-5.3	2.1	-1.4	1.1	-3.1	-0.8
- CC(NC(=O)CCCc1c[nH]c2ccccc12)c1ccc(F)cc1 (stereo not drawn)
→ -10.0	5.7	6.9	0.9	0.2	0.6	-1.1	3.0	-3.5
- O=C(Cn1nnc(-c2ccc(F)cc2)n1)OCC(=O)c1ccccc1
→ -3.0	-2.1	-24.8	9.1	7.6	1.1	-0.3	-4.5	-4.9
- O=C(Cc1cccc(NC(=O)C2CCCN(C(=O)C3CCC3)C2)c1)Nc1cccc(C(=O)N2CCCC2)c1 (stereo not drawn)
→ x	1.3	x	4.4	1.3	-1.2	-0.2	2.9	3.9
- COc1ccc(C2NC(c3ccc(OC)cc3)C([N+](=O)[O-])C(C)(C)C2[N+](=O)[O-])cc1 (stereo not drawn)
→ 2.5	-12.1	-13.6	5.4	3.9	0.4	1.8	-2.8	-0.3
- COc1cccc2c(=O)n(CC(=O)Nc3ccccc3)ccc12
→ x	14.2	2.4	-4.2	3.0	1.2	0.3	-3.4	0.9
- CCOC(=O)c1cc2cc3ccccc3cc2[nH]1
→ 3.0	11.2	13.1	3.6	5.6	2.4	0.5	-2.5	15.7
- CCOc1ccc(N2C(=O)c3ccccc3C2=O)cc1
→ -5.2	-6.7	-18.3	-0.3	0.2	0.2	-0.2	-5.2	2.5
- Cc1ccccc1CN1CCN(c2nc3ccccc3s2)CC1
→ -24.8	16.9	9.4	1.5	8.1	3.4	0.0	1.4	-1.6
- CC(C(=O)Nc1nccs1)N1C(=O)C2CC=CCC2C1=O (stereo not drawn)
→ -2.4	26.2	-22.4	-5.5	1.3	-0.1	-0.2	-1.9	3.8
- O=S(=O)(c1ccc(Cl)cc1)N1CCN(Cc2ccc(O)c3ncccc23)CC1
→ u	-3.2	-6.1	20.0	1.3	1.6	0.2	6.3	1.7
- CC(=O)N(CCN(C(C)=O)c1ccccc1)c1ccccc1
→ -7.5	-4.4	-0.3	0.4	5.4	-0.7	0.4	5.0	-11.0
- COc1ccc(-n2nc(C(=O)NCC(=O)N3CCC(C)CC3)c3ccccc3c2=O)c(OC)c1
→ 2.2	-6.3	5.0	1.0	1.7	-0.6	-0.8	13.2	-3.2

# Remaining list, next part:
# Below each SMILES: RXFP1 antag	D2 antag	D1 antag	D2 potentiator	D1 agonist	D2 ag	TRHR agonist	D1 PAM	TRHR PAM
- Cc1ccc(C(=O)CC(C(=O)O)n2cncn2)cc1 (stereo not drawn)
→ -20.1	-0.3	8.0	-2.7	4.2	0.9	0.2	5.2	4.2
- Cc1ccc2nc(SCC(=O)NCc3ccc(F)cc3)nc(=O)n2c1
→ -12.7	-7.0	6.8	-0.7	0.7	-0.4	0.0	4.5	-4.9
- Cc1oc2c(c(C)cc3oc(=O)c(CC(=O)N[C@@H](CC(C)C)C(=O)O)c(C)c32)c1C
→ -10.9	3.5	3.1	1.6	1.6	0.3	1.2	3.7	4.3
- Cc1ccc(C)c(N2CCN(C(=O)CCn3c(=S)[nH]c4cc5c(cc4c3=O)OCO5)CC2)c1
→ -68.1*	-2.4	-11.7	-6.5	0.9	-0.2	0.3	-5.8	17.3
- COc1cccc(CNC(=O)CSc2ncc3c(n2)-c2cc(Cl)ccc2N(C)S3(=O)=O)c1
→ -0.8	x	1.8	x	3.6	-0.7	-0.3	5.7	-6.7
- CSc1[nH]c(=O)c(C(=O)O)cc1C#N
→ 1.3	6.4	-10.7	5.2	1.6	1.7	0.5	-0.2	4.1
- CCc1cccc(C)c1NC(=O)CCCN1C(=O)CN(C)C1=O
→ -6.0	-4.6	1.8	6.0	2.4	0.0	-0.3	x	10.0
- CCC(C)c1ccc(OCC(=O)Nc2ccc3[nH]c(=O)[nH]c3c2)cc1 (stereo not drawn)
→ -10.6	-25.3	2.9	-15.0	6.2	0.8	1.1	0.7	3.4
- CCCCOc1ccc(-c2ncc(C(=O)O)c(C)n2)cc1
→ -2.0	x	-4.8	x	3.6	x	0.0	-5.2	-1.8
- Cc1ccc(-c2nc(C)sc2CC(=O)NCc2ccco2)cc1
→ -13.6	-2.0	2.1	-4.8	1.3	-0.3	-0.2	-3.1	4.5
- N#CCSc1nnc(-c2ccc3c(c2)OCO3)o1
→ -8.2	6.5	-6.4	-6.3	0.4	-0.4	0.4	0.5	-0.4

# Some of the entries so far, tab-delimited:
compound	RXFP1 antag	D2 antag	D1 antag	D2 potentiator	D1 agonist	D2 ag	TRHR agonist	D1 PAM	TRHR PAM
Cc1ccc(-c2nc(C)sc2CC(=O)NCc2ccco2)cc1	-13.6	-2.0	2.1	-4.8	1.3	-0.3	-0.2	-3.1	4.5
CCCCOc1ccc(-c2ncc(C(=O)O)c(C)n2)cc1	-2.0	x	-4.8	x	3.6	x	0.0	-5.2	-1.8
CSc1[nH]c(=O)c(C(=O)O)cc1C#N	1.3	6.4	-10.7	5.2	1.6	1.7	0.5	-0.2	4.1

# High-throughput results deposited in PubChem BioAssay by National Center for Advancing Translational Sciences (NCATS).
